mcGAS RapidFire = mouse cGAS inhibition by mass spec; recombinant mouse cGAS, cGAMP by RapidFire MS; inhibition, % at 12.5 µM; Q8C6L5; hit rate 0.18% among 130,000;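 active = inhibition of cGAS enzyme activity at or above 60%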;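 also: enzyme stimulated by 45 bp dsDNA with ATP and GTP substrates; cGAMP share of summed cGAMP plus half ATP and half GTP signals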
Target sequence (Q8C6L5 whole entry, looked up): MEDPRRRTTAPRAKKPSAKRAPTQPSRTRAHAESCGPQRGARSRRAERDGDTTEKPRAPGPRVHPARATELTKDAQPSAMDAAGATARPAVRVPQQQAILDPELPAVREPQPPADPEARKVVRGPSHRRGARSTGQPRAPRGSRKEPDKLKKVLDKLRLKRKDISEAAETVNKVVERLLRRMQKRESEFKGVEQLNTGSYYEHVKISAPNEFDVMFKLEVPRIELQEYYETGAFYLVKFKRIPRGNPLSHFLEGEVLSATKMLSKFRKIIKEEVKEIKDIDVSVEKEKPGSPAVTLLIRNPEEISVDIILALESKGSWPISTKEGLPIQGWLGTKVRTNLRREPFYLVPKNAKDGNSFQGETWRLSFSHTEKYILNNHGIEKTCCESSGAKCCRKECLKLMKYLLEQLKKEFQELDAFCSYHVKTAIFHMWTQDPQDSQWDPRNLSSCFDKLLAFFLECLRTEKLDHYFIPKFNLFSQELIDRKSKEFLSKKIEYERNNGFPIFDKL
Numbers without * were called inactive; & = joins results of further samples.

mcGAS RapidFire | Compound
-28 | CCCCc1nc(CN2CCCN(Cc3nccn3C)CC2)no1
-13 | CN(C)c1c(Cl)cccc1NC(=O)c1cc(C2CC2)[nH]n1
7 | CCOC(=O)C1(C)CCCN1C(=O)c1cccc(F)c1 (centres undefined)
-7 | Cc1nc2ccccc2c(C)c1CC(=O)Nc1nc2c(s1)CC(C)CC2 (centres undefined)
-22 | CCC(=O)C1=C(c2cccc([N+](=O)[O-])c2)N(C(=O)CC)n2c(CC)nnc2S1
-7 | COc1ccc(OC)c(NC(=O)C2(C)CCN2C(C)C)c1 (centres undefined)
-11 | Cc1nc2c(c(N(C)C)n1)CCN(C(=O)c1cc3sccc3[nH]1)C2
-10 | O=C(c1cc(Cl)ccc1NCc1nc(-c2ccco2)no1)N1CCCC1
-43 | c1cncc(Oc2ccc(-n3ccnc3-c3ccncc3)cc2)c1
-2 | COc1ccc(Cl)c2sc(N(CCN(C)C)C(=O)C3=COCCO3)nc12
9 | COc1cc(CNC(=O)c2cc3cnn(C(C)C)c3nc2C)cc(OC)c1OC
-10 | COc1ccc(C(=O)NCCn2c(C)cc3ccccc32)c(OC)c1
0 | COc1ccc(-c2noc(CSc3nnnn3C3CC3)n2)cc1
-12 | COc1cccc(CN2CCN(C(=O)c3cnn4c3CCCC4)CC2=O)c1
-2 | Cc1ccc(CN2CCC2(C)C(=O)Nc2cccc(Oc3ccccc3)c2)cc1 (centres undefined)
-8 | OC1C(c2ccccc2)=NNC1c1ccccc1 (centres undefined)
-6 | Cn1ccnc1C(=O)C1CCCN(C(=O)c2cc(COc3ccc(F)c(F)c3)on2)C1 (centres undefined)
-6 | CCc1nc(C2CCCN2c2ncc(Br)cn2)no1 (centres undefined)
-4 | CCOC(=O)C1=C(C)NC2=C(C(=O)CC(c3ccc(Cl)cc3)C2)C1c1ccc(N(CC)CC)cc1 (centres undefined)
-5 | O=C1N[C@@H](Cc2ccccc2)C(=O)N(CC(=O)N(CCO)Cc2ccccc2)c2ccccc21
-3 | C=CCOc1cccc(C(=O)N2CCCC(CO)(Cc3ccc(F)cc3F)C2)c1 (centres undefined)
0 | Cc1cccc(C(=O)NC(C2CC2)C2CC2)n1
-9 | COCCCn1c(C)c(C)n2c3c(=O)n(CCc4ccccc4)c(=O)n(C)c3nc12
2 | CC1c2cccc(O)c2C(O)=C2C(=O)[C@]3(O)C(=O)C(C(N)=O)C(=O)[C@@H](N(C)C)[C@@H]3C[C@@H]21 (some centres undefined)
0 | CS(=O)(=O)c1ccc(-c2csc(-c3cccc(Cl)c3)n2)cc1
-5 | COc1ccc(S(=O)(=O)Oc2cccc(CNC3CC3)c2)cc1
-17 | Cc1nc(SCC(=O)N2CCCCC2C)c2c3c(sc2n1)CCC3 (centres undefined)
-3 | CNC(=O)Cc1ccc(-c2ccc(-c3ccn[nH]3)cc2)cc1
-2 | Cc1nn(-c2nc(C)c(C)c(=O)[nH]2)c(C)c1CCC(=O)Nc1cccnc1
8 | CC1=CC[C@@H]2CN(C(=O)c3cc(C(C)C)on3)C[C@@H]2C1

Single values from the list:
`Cc1nn(-c2nc(C)c(C)c(=O)[nH]2)c(C)c1CCC(=O)Nc1cccnc1` @ mcGAS RapidFire = -2
`CC1c2cccc(O)c2C(O)=C2C(=O)[C@]3(O)C(=O)C(C(N)=O)C(=O)[C@@H](N(C)C)[C@@H]3C[C@@H]21` (some centres undefined) @ mcGAS RapidFire = 2
`CNC(=O)Cc1ccc(-c2ccc(-c3ccn[nH]3)cc2)cc1` @ mcGAS RapidFire = -3
`Cc1nc(SCC(=O)N2CCCCC2C)c2c3c(sc2n1)CCC3` (centres undefined) @ mcGAS RapidFire = -17
`CCOC(=O)C1=C(C)NC2=C(C(=O)CC(c3ccc(Cl)cc3)C2)C1c1ccc(N(CC)CC)cc1` (centres undefined) @ mcGAS RapidFire = -4
`CCc1nc(C2CCCN2c2ncc(Br)cn2)no1` (centres undefined) @ mcGAS RapidFire = -6
`COc1ccc(S(=O)(=O)Oc2cccc(CNC3CC3)c2)cc1` @ mcGAS RapidFire = -5

(cont.)
mcGAS RapidFire | Compound
-26 | Cc1cccc(NC(=O)CC(=O)N2CCc3c(nc(N(C)C)[nH]c3=O)C2)c1
-2 | C=c1oc(C)cc1=C1NN=C(CCC(=O)NC(C)Cn2ccc3ccccc32)O1 (centres undefined)
-2 | COC(=O)c1ccnc(NC(=O)c2cc3cccc(F)c3o2)c1
-1 | Cc1ccc(F)c(C(=O)N(Cc2ccco2)Cc2c(F)cccc2Cl)c1Cl
-1 | Cc1c(Br)c(C(F)(F)F)nn1CC(=O)Nc1ccccc1C(F)(F)F
-2 | O=C(c1cnco1)N1CC[C@@H](c2ccc3ccccc3c2)[C@H](O)C1
-12 | c1ccc(Sc2c(-c3ccccc3)nc3sccn23)cc1
-5 | CCC(C)c1ccc(S(=O)(=O)N2CC=C(c3c[nH]c4ncccc34)CC2)cc1 (centres undefined)
-4 | COc1ccc(CNC(=O)CCC2CCCN(C(=O)C3CCOCC3)C2)c(OC)c1 (centres undefined)
-1 | C=C(C)Cn1c(CC(C)C)nc2ccccc21
-6 | O=C1CCC(C(=O)N2CCC(c3ccncc3)CC2)CN1CCN1CCOCC1 (centres undefined)
-3 | CC(=O)Nc1ccc(F)c(C(=O)NCc2ccnc(OCC(F)(F)F)c2)c1
-14 | Cc1ccc(/C=C/C(=O)N2CCC(CNC(=O)OC(C)(C)C)CC2)o1
-23 | CC(NCC(=O)NCc1ccccc1F)c1ccc(S(C)(=O)=O)cc1 (centres undefined)
-26 | COCc1nc(N2CCNC(c3ccccc3)C2)c2cnn(C)c2n1 (centres undefined)

Some of the entries so far, field by field.
> O=C(c1cnco1)N1CC[C@@H](c2ccc3ccccc3c2)[C@H](O)C1
  mcGAS RapidFire: -2
> Cc1c(Br)c(C(F)(F)F)nn1CC(=O)Nc1ccccc1C(F)(F)F
  mcGAS RapidFire: -1
> COc1ccc(CNC(=O)CCC2CCCN(C(=O)C3CCOCC3)C2)c(OC)c1 (centres undefined)
  mcGAS RapidFire: -4
> CCC(C)c1ccc(S(=O)(=O)N2CC=C(c3c[nH]c4ncccc34)CC2)cc1 (centres undefined)
  mcGAS RapidFire: -5

Following part.
mcGAS RapidFire | Compound
-27 | CC(=O)c1[nH]c(C)c(C(=O)N2CCCC(CO)(CCc3ccccc3)C2)c1C (centres undefined)
1 | O=C1OC(CCl)CN1Cc1ccc(Cl)cc1 (centres undefined)
-4 | O=C1CSC(=O)N1CC(O)COc1ccc(OCC(O)CN2C(=O)CSC2=O)cc1 (centres undefined)
-6 | Cc1cc(C)c2sc(-c3ccccc3)cc(=O)c2c1
-12 | Cc1nn(C)c(Cl)c1CN(Cc1cccnc1)CC1CCN(C2CCCC2)CC1
-32 | Cc1nc2cc(F)cc(C(=O)N3CCN(CCO)CC3)c2nc1C
-1 | Cc1ccnc(NCC2CCNC2)c1 (centres undefined)
-11 | COc1cc(C)c(C(C)NC(=O)c2oc3c(c2C)C(=O)CCC3)cc1OC (centres undefined)
9 | CCOc1ccc2[nH]c(=O)c(CN3CCC[C@H]3COC)cc2c1
-3 | Cc1ccc(NC2(C(=O)NCCCc3c(C)n[nH]c3C)CCCC2)cc1
-7 | COCC(Nc1ncc(Br)cn1)c1ccc(C)o1 (centres undefined)
3 | CS(=O)(=O)c1ccc(CN2CCC3(CC2)CC(=O)c2ccc(N4CCCC4)cc2O3)cc1
-21 | O=C(O)c1cnn(-c2ncccc2Cl)c1C(F)(F)Cl
-6 | Cc1noc(C)c1C(=O)NCCc1ccc(Cl)cc1
-9 | O=C(c1cc(COc2cccc3cccnc23)on1)N1CCN(C2CCCC2)CC1
-6 | CC(C(=O)N(C)Cc1nc2ccccc2s1)N1CCCC1c1ccsc1 (centres undefined)
0 | CC1CC(NC(=O)COC2CCCC2)CN1C1CC1 (centres undefined)
-21 | CN1C[C@H](NC(=O)c2ccc3[nH]ccc3c2)C[C@H]1CO
-6 | COc1cc(NC(=O)c2cc3ccccc3oc2=O)c(OC)cc1Cl
-22 | Clc1ccc(-c2noc(COc3ccc4c(c3)OCO4)n2)cc1
3 | C#CCN(CC=C)Cc1nc(-c2ccccc2OCC)oc1C
4 | CCOc1ccc(-n2nnc3c(=O)n(CC(=O)N4CCC(C)CC4)cnc32)cc1
-4 | COc1ccccc1-c1nn(CN(C)Cc2sccc2C)c(=S)n1C
-7 | Cc1ccc(-n2ncc3c(C)nn(CC(N)=O)c(=O)c32)cc1C
-8 | O=C(CS(=O)(=O)c1ccc(Cl)cc1)Nc1nncs1
-12 | COc1cccc(CC(=O)NC2CCSc3ccc(F)cc32)c1 (centres undefined)
-5 | Cc1ccc(Cn2cc(C(=O)NNC(=O)Nc3ccccc3)ccc2=O)cc1
-12 | CC(C)c1noc(C(C)N2Cc3ccccc3C(c3ccccc3)C2)n1 (centres undefined)
-10 | Cc1ccsc1C(=O)NCc1c(C)noc1C
0 | Cc1nc2ccc(C(=O)N3CCNC(C(=O)O)C3)cc2[nH]1 (centres undefined)
-4 | Cn1nnnc1SCC(=O)c1c(N)n(C2CC2)c(=O)[nH]c1=O
-7 | O=C(NCCCc1nnc2ccccn12)c1ccccc1N1CCCC1
-6 | O=C(O)c1cc(=O)[nH]c(=O)[nH]1
-12 | CCOc1cc(C(=O)Nc2cc(C(=O)N(C)C)ccc2Cl)ccn1
-7 | Cc1cc(=O)n2c(n1)SCC2CC(=O)N1CCCC1 (centres undefined)
-5 | CC(C(=O)NCc1cc(=O)[nH]c2ccccc12)c1cccs1 (centres undefined)
-6 | Cc1ccc(C2(O)CCN(C(=O)C3CCOC3)CC2)nc1 (centres undefined)
-19 | CCOc1ccccc1-c1ccc(CN(C)C)cn1
-4 | CC(=O)c1ccc(NC(=O)C(C)Sc2nnc3cc(C)c4ccccc4n23)cc1 (centres undefined)
4 | Cc1cc(-n2c(C)cc(C(=O)CSc3nnc(Cc4csc(C)n4)o3)c2C)no1
-7 | O=C(C1CN(C(=O)Cc2n[nH]c(=O)c3ccccc23)c2ccccc2O1)N1CCOCC1 (centres undefined)
-3 | CN(C)c1nn(CC(=O)NCc2ccccc2Cl)cc1-c1ccccc1
-5 | CC(C)(C)OC(=O)NC(C)(C(N)=O)c1cccc(C(F)(F)F)c1 (centres undefined)
4 | COc1ccc([N+](=O)[O-])cc1N
-6 | Cc1cccc(CN2CCCC3(CCN(Cc4cnn(C(C)C)c4)C3)C2)c1 (centres undefined)
-32 | O=C(NCc1noc(Cc2cccs2)n1)c1cnc2ccccn12
-5 | CC(Nc1ccc(N2CCCC2=O)c(Cl)c1)C(=O)Nc1ccc(N2CCOCC2)cc1 (centres undefined)
-4 | O=[N+]([O-])c1ccccc1C1Nc2ccccc2-c2nc3ccccc3n21 (centres undefined)
-8 | CCOCCn1c(=O)c2c(nc3n(CC4CCCO4)c(C)cn23)n(C)c1=O (centres undefined)
-7 | CCCCNC(=O)C1(C)CCCCN1C(=O)c1ccc2ccccc2n1 (centres undefined)
-9 | Cc1ccc(C)c(Nc2nc(N3CCN(c4ccccc4)CC3)nc3nccnc23)c1
0&2 | CC(C)N(C)Cc1nnnn1CC(=O)N1CCC(N2CCSCC2)CC1
-6 | C=CCNC(=O)C(C#N)C(=O)c1cccc(Cn2nc(C)cc2C)c1 (centres undefined)
-2 | COc1ccccc1N1CCN([C@H]2CN(C(=O)CCC(C)C)C[C@@H]2O)CC1
-2 | CCOc1cc(C=C(C#N)C(=O)OC(C)C)cc(Cl)c1O
1 | O=C(NC1CC1)C(=O)N1CCN(S(=O)(=O)c2cc(Cl)cc(Cl)c2)CC1
-9 | COC(=O)[C@]1(C)C[C@H](C(=O)N2CCCOCC2)[C@H](c2ccccc2Cl)N1C
1 | CCc1c(C(=O)Cn2cc(Cl)c(=O)[nH]c2=O)[nH]c(C)c1C(C)=O
-4 | O=C(c1c(F)cccc1Cl)N1CCOC(COc2ccc(F)cc2)C1 (centres undefined)
-9 | COc1ccccc1NC(=O)C(C)OC(=O)[C@H](C)NC(C)=O (some centres undefined)

(continued)
mcGAS RapidFire | Compound
-14 | Oc1oc(-c2ccccc2F)nc1C=Nc1ccc2ccccc2c1
-7 | Cc1nc2n(n1)C(=O)C(C(c1ccc(C(C)C)cc1)N1CCC(C(N)=O)CC1)S2 (centres undefined)
-13 | CN(CCc1ccccn1)C(=O)CCC1CCCN(C(=O)c2ccccn2)C1 (centres undefined)
-5 | COCCn1cc(NC(=O)NC(c2ccccc2)c2nc(C)no2)cn1 (centres undefined)
6 | COc1ccc(Cl)cc1NS(=O)(=O)c1cc(C(C)C)ccc1OC
-8 | COc1ccc(OC)c(C2CCN(CC(=O)O)C2)c1 (centres undefined)
-28 | Cc1nn2c(nc(N(C)CC(=O)NC3CC3)c3ccccc32)c1Cl
4 | O=C(O)CCN1C(=O)C2CC=CCC2C1=O (centres undefined)
-8 | COC1CCCN(C(=O)c2coc(CN3CCN(C/C=C/c4ccccc4)CC3)n2)C1 (centres undefined)
-6 | Cc1ccccc1C1=NOC2CN(c3ccc(S(C)(=O)=O)cc3)CC12 (centres undefined)
-5 | Cc1cc(NC(=O)Cn2nc(C(C)C)c3cnn(-c4ccccc4C)c3c2=O)no1
-4 | O=C(Cc1ccc(Cl)s1)Nc1nnc(-c2cc3ccccc3o2)o1
-4 | CCONS(=O)(=O)c1ccc(NC(=O)C(C)(C)C)cc1
1 | CN(C)Cc1ccccc1C(O)c1ccccc1 (centres undefined)
-4 | c1ccc2c(c1)CCC2Cc1nc(C2CC2)n[nH]1 (centres undefined)
2 | Cc1ccccc1CNC(=O)Cn1cc(-c2ccccc2)sc1=O
0 | CCCC(C)(CO)NCc1csc(Br)c1 (centres undefined)
1 | Cc1csc(N2CCc3ccccc32)n1
-9 | CN1C[C@H](NC(=O)C(=O)NC2CCCC2)C[C@H]1CO
0 | CN(CC(=O)NCC(F)(F)F)C(=O)C1(c2ccccc2F)CCCC1
-6 | O=C1OCC2=C1C(c1ccccc1)C1C(=O)OCC1=N2 (centres undefined)
-6 | CC(C)c1ccc(-n2cc(O)c(C(=O)N3CCS(=O)CC3)n2)cc1
-12 | Cc1cccn2cc(C(=O)N3CCc4c(c(C(=O)O)nn4CC4CC4)C3)nc12
-3 | COc1ccc(NC(=O)C2CC3CCCCN3C2)cc1S(=O)(=O)N1CCOCC1 (centres undefined)
-12 | CC(C)C1=NOC(C(=O)N2CCN(CCn3cncn3)CC2)C1 (centres undefined)
91* | COC(=O)c1c(N2C(=O)C=CC2=O)sc2c1CCCC2

Not all compounds are listed, so the mix of outcomes need not match the whole.
